# Screening data (PubChem)
# USP2a inh = USP2a (human) protease inhibition; Potency, µM (top dose mostly 38.3 µM), without a hit: at the top dose activity change, negative = inhibition, actives largely listed as inhibitors; AID 463254; hit rate 0.01% among 330,000; USP2 core, Ub-CHOP2 coupled fluorogenic reporter, 485/531; O75604;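 also: potency is read from the fitted curve at half-maximal effect; plate controls were DMSO wells for no effect and full inhibition by NEM control for full effect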
# Target sequence (O75604 whole entry, looked up): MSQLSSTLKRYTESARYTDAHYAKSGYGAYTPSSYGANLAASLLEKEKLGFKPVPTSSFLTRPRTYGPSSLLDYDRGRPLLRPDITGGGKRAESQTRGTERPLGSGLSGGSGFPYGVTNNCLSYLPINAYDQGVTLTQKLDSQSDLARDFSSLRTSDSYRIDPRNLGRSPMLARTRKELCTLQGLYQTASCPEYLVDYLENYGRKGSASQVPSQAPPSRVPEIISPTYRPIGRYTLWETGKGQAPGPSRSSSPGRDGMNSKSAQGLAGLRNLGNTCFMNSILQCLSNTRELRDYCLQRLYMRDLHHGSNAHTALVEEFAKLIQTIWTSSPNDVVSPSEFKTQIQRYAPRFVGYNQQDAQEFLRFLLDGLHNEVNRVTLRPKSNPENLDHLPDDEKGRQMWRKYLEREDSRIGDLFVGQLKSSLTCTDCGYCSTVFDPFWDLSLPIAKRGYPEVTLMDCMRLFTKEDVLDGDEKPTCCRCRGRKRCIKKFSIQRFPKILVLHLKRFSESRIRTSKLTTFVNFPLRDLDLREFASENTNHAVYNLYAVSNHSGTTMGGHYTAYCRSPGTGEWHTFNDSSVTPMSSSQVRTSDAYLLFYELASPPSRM
#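 Cell-free coupled assay: 10nM USP2 core preincubated 30min RT with compound in Tris-HCl pH 8.0/CaCl2/CHAPS buffer, then 25nM Ub-CHOP2 and 25nM reporter substrate; fluorescence (Ex 485/Em 531) read after 60min RT, normalized to NEM inhibition, concentration-response curves fitted.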
# A-T KAP1 phos = candidate therapy for ataxia-telangiectasia; hit rate 0.19% among 320,000; […] A-T fibroblasts, KAP-1 phosphorylation AlphaLISA; neocarzinostatin DNA damage 30 min before lysis; Potency, µM (titrated, usually from 57.5 µM), for inactives: at the highest dose activation, most hits filed as activators; AID 485349; also: potency is read from the fitted curve at half-maximal effect; % of control where 0% means no effect; nearly all actives have a fitted effect of over 45% in size
#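 hTERT-immortalized A-T patient fibroblasts ([…]), 500 cells/well in OPTI-MEM, 1% FBS, got compounds for 60 min, then NCS for 30 min at 37C. Lysates were then assayed for phospho-KAP-1 by AlphaLISA (anti-pKAP1 donor, anti-KAP1 acceptor beads), 6 hr at 25C.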
# Mito fusion act = inhibitors of mitochondrial division or activators of mitochondrial fusion; S. cerevisiae fusion-defective mutant growth rescue, CellTiterGlo 48 h; AID 485298; hit rate 0.23% among 320,000; Potency, µM (top dose mostly 46.1 µM), for the others: at the top dose growth rescue (activation), most hits filed as activators;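 also: potency is read from the fitted curve at half-maximal effect; % of control where 0% means no effect; nearly all actives have a fitted effect of over 45% in size; temperature-sensitive fusion mutants such as fzo1-1 at 37 °C on non-fermentable ethanol glycerol medium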
#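 Yeast fusion mutant, YPEG (non-fermentable carbon), compound, 48 h at 37C non-permissive; CellTiterGlo added, 10 min RT, luminescence read. Rescued growth = division inhibition.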
# Eya2 phos inh = blocks the phosphatase activity of human Eya2; O00167; recombinant Eya2, OMFP fluorescence dephosphorylation (OMFP is methylfluorescein phosphate); Potency, µM (titrated, usually from 76.9 µM), for inactives: at the top dose activity, negative = inhibition, actives largely listed as inhibitors; hit rate 0.006% among 330,000; AID 488837; also: potency is read from the fitted curve at half-maximal effect; % is scaled to controls: 0 for no effect and ±100 for the full control effect
#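 Eya2 (0.2 uM) preincubated 10 min at ambient with compound, then OMFP substrate added at 50 uM; 10 min reaction in 50 mM HEPES pH 7.5, 50 mM NaCl, 5 uM MgCl2, 0.05% BSA, 1 mM DTT. Fluorescence read at Ex 485/Em 525 nm.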
# ELG1 DNA repair = inhibitors of ELG1-dependent DNA repair in HEK293T cells; AID 504467; hit rate 2.3% among 330,000; Potency, µM (highest dose often 46.1 µM), without a hit: at the top dose activity change, negative = inhibition, most hits filed as inhibitors; HEK293T ELG1-luciferase reporter, luminescence, 16 h; DNA damage induced by 5-fluorouridine; also: potency is read from the fitted curve at half-maximal effect; % is scaled to controls: 0 for no effect and ±100 for the full control effect; nearly all actives have a fitted effect of over 55% in size
#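 Step one: seed 2,000 cells per well. Step two: pin-transfer compound or DMSO alongside 5-fluorouridine. Step three: incubate 16 hr, 37 °C, 5% CO2. Step four: add ONE-Glo, wait 30 min, read luminescence.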
# KCNH2 3.1 inh = inhibitors of human KCNH2 3.1 potassium channel isoform; AID 720553; U2OS KCNH2 3.1, thallium flux FluxOr; active compounds read low; activity change, % (tested at about 1.8 µM); hit rate 0.95% among 340,000;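 active = maximum activity change below -70%; inconclusive = maximum activity change from -70% to -50%; inactive = maximum activity change above -50%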;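 also: thallium influx rate constant from kinetic fluorescence after stimulation buffer; % is scaled to controls: 0 for no effect and ±100 for the full control effect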
#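 Thallium flux read-out: FluxOr dye with Red40 quencher in HBSS/HEPES, 45 min at RT. Rate constants from kinetic reads were normalized to positive and negative DMSO controls. Cells: U2OS virally expressing the 3.1 isoform.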
# TCR act = activators of T cell receptors; primary human leukocytes, anti-CD3, IL-2 HTRF, 48 h; Potency, µM (highest dose often 9.22 µM), inactives show at the top dose activation of IL-2 secretion, most hits filed as activators; 330,000 tested, under 10 active; AID 504894; also: % of control where 0% means no effect
#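 Using a-CD3 beads without co-stimulation, primary human leukocytes were exposed to compounds for 48 hr. An HTRF IL-2 kit measured the cytokine, with europium-to-d2 energy transfer producing emission at 665nm upon 320nm excitation.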
# TSHR antagonist = blocks TSH signaling through the human TSH receptor. activity change, negative = inhibition, % at 11.5 µM. P16473. hit rate 0.2% among 330,000. TSHR-expressing cells, TSH-stimulated cAMP HTRF, 2 h; active compounds read low;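 active = activity change below a set negative limit, meaning inhibition stronger than a set level, cut at about -70% in these data; inconclusive = activity change between two set negative limits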; also: % is scaled to controls: 0 for no effect and ±100 for the full control effect
#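 Inhibition of cAMP made by TSHR-expressing cells under TSH stimulation (4nM final, EC80; 2 h, 37 deg C) is quantified with a one-step lysis HTRF kit, anti-cAMP cryptate versus cAMP-d2.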
# KCNH2 WT inh = blocks the wildtype human KCNH2 potassium channel; U2OS, BacMam KCNH2, thallium flux FluxOr; active compounds read low; Q12809; hit rate 0.37% among 340,000; activity change, % at 1.84 µM;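 active = maximum activity change below -70%; inconclusive = maximum activity change between -70% and -50%; inactive = maximum activity change above -50%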; also: % is scaled to controls: 0 for no effect and ±100 for the full control effect
#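 U2OS cells transduced with wild-type KCNH2 virus are loaded with FluxOr dye for 45 min, and thallium flux is measured in kinetic reads before and after stimulation buffer. Rate constants are normalized to DMSO controls.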
# TRPV1 ag = agonists of human vanilloid receptor 1 (TRPV1) | TRPV1-expressing cells, Fluo-8 calcium influx, agonist mode | activation, % at 8.33 µM | hit rate 0.19% among 320,000 | AID 540275; in the data active = activation above about 80%; inconclusive = between about 30% and that limit; also: 0% is about no effect
#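 Fluo-8 calcium influx in TRPV1-expressing cells, kinetic read (ex 480/em 520 nm). Compound added and read 3 min for agonist activity, followed by capsaicin at EC20 final and 2 min further read for enhancement.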
# * marks the source's active call; other numbers are inactive results; u = inconclusive; x = no result given; [ ] = dose if it differs, or a comment. Unless noted, calls follow the shape of the dose curve; as a rule, active = well fitted curve in the direction sought with a large enough effect; inconclusive = small, poorly fitted or top-dose-only effect, or another doubt; inactive = no such curve, though single readings can be large; an effect the other way counts as inactive or inconclusive. Only part of the results is shown, so the mix of outcomes need not match the whole.
smiles	KCNH2 WT inh	Mito fusion act	A-T KAP1 phos	KCNH2 3.1 inh	USP2a inh	ELG1 DNA repair	Eya2 phos inh	TCR act	TRPV1 ag	TSHR antagonist
OC(COc1ccc(Cl)cc1Cl)CN1CCc2ccccc2C1 (centres undefined)	16	-13%	11%	-72*	-1%	6%	-10%	-3%	-2	9
Cc1cccc(/C=N/n2c(COc3ccccc3)n[nH]c2=S)c1	-1	-7%	-8%	16	0%	0%	-3%	-2%	9	0
COc1ccc(-n2ccn(CC(=O)Nc3ccccc3OC)c(=O)c2=O)cc1	2	-14%	0%	6	1%	u	8%	0%	-1	6
CC(=O)NCCC(=O)Nc1cc(S(=O)(=O)N2CCOCC2)ccc1N1CCCC1	-14	-4%	-6%	-5	0%	18%	14%	5%	-3	-1
C#Cc1ccc([C@H]2C=C(C(=O)N3CCN(Cc4ccccc4)CC3)O[C@@H](OCc3ccc(CO)cc3)C2)cc1	14	1%	16%	-16	2%	u	-16%	3%	2	-5
O=C(CSc1ncn[nH]1)Nc1ccc(S(=O)(=O)Nc2ncccn2)cc1	-9	-1%	-7%	-2	3%	4%	1%	3%	-3	1
COc1cccc(CNc2ncnc3cc(Cl)ccc23)c1	x	3%	-1%	5	1%	u	5%	10%	14	-10
O=C(Nc1ccc(N2CCN(C(=O)c3ccco3)CC2)cc1)c1cccs1	-8	0%	-3%	-7	0%	u	-10%	-1%	-1	-8
COc1ccccc1/C=C/C1=NC(=C\C=C/c2ccccc2)/C(=O)O1	-9	2%	1%	0	-2%	9%	-11%	2%[46.1 µM]	0	-14
Cc1ccccc1OCCC(=O)Nc1ccc(Cl)cc1F	-5	-13%	5%	7	5%	-4%	2%	-1%[46.1 µM]	17	-7
Cc1cc(S(=O)(=O)N2CCCCC2CCNC(=O)C(=O)NC2CC2)ccc1F (centres undefined)	-7	-2%	3%	-8	-2%	-1%	4%	1%	4	2
Cc1ccc(-c2csc3ncnc(NCCN4CCOCC4)c23)cc1	9	-25%	1%	14	2%	u	-25%	4%	-4	-12

# New compounds follow:
smiles	KCNH2 WT inh	Mito fusion act	A-T KAP1 phos	KCNH2 3.1 inh	USP2a inh	ELG1 DNA repair	Eya2 phos inh	TCR act	TRPV1 ag	TSHR antagonist
COC(=O)CSc1nnc(CNc2ccc(OC)cc2)n1C	-15	-1%	0%	-5	1%	1%	8%	1%	-3	4
CCCC(C)C1c2c(c(C)c(C)oc2=O)Oc2c(C)c(C)oc(=O)c21 (centres undefined)	-11	x	-8%	12	-1%	u	-26%	4%	x	-18
O=[N+]([O-])c1ccc(NC(=S)N2CCN(c3ccccc3)CC2)cc1	11	30%	-2%	-5	4%	3%	2%	-3%[46.1 µM]	12	10
Cc1cc(C)nc(SCC(=O)OCC(=O)N(C)c2c(N)n(Cc3ccccc3)c(=O)[nH]c2=O)n1	-12	-1%	2%	-5	3%	-5%	11%	-7%	-2	6
CCCCn1c(-c2ccccc2C)nc2cc3[nH]c(=O)c(C(C)C)nc3cc21	-3	-2%	-2%	-1	-1%	-4%	-3%	-2%	2	5
CCOc1ccc(CCN2CN(CC)CNC2=S)cc1OCC	15	12%	-2%	-14	-5%	16%	-7%	7%	-1	12
Cc1ccc(C)c(N2CCN(C(c3ccncc3)c3nnnn3Cc3ccccc3)CC2)c1 (centres undefined)	-5	-7%	-9%	-30	5%	-2%	-17%	-1%	3	-4
Cc1ccc(N(CCC#N)C(=O)COC(=O)c2cc(C)no2)cc1	-12	-3%	-5%	11	0%	0%	13%	2%	-1	9
Cc1ccc(S(=O)(=O)N2[C@@H](c3ccc(F)cc3)C(C(=O)O)=CC[C@H]2c2cccs2)cc1	1	-4%	9%	5	1%	3%	-2%	6%	1	-7
CNCC(C)COc1ccccc1OCc1ccccc1 (centres undefined)	0	-8%	-16%	-1	1%	-18%	2%	-37%	4	23
Cc1ccc2occ(C(c3nnnn3Cc3ccccc3)N3CCOCC3)c(=O)c2c1 (centres undefined)	12	24%	-18%	22	0%	-15%	-7%	-4%	17	0
CCNC(=S)N1CCn2cccc2C1c1ccc(F)cc1 (centres undefined)	-3	3%	-1%	4	6%	u	-1%	-6%	16	1

# Additional structures follow.
smiles	KCNH2 WT inh	Mito fusion act	A-T KAP1 phos	KCNH2 3.1 inh	USP2a inh	ELG1 DNA repair	Eya2 phos inh	TCR act	TRPV1 ag	TSHR antagonist
CCOc1ccc(N2C(=O)CC(Sc3nc(-c4cccs4)cc(C(F)(F)F)c3C#N)C2=O)cc1 (centres undefined)	9	-6%	1%	10	2%	-24%	7%	3%	-1	4
CCCC(NC(=O)COc1cc2c(c3oc(=O)c(C)c(C)c13)CCC(C)(C)O2)C(=O)O (centres undefined)	-6	-2%	1%	-20	0%	12%	-5%	1%	0	1
Nc1c(C(=O)c2ccccc2)oc2ccc(Br)cc12	-1	5%	5%	-14	-1%	u	1%	2%	3	-3
COc1cc(CN2C(=S)NC(C)(C)CC2(C)O)cc(OC)c1 (centres undefined)	-14	-12%	-7%	2	5%	-1%	7%	-4%[46.1 µM]	-2	2
CN(C)CCN(Cc1ccccc1)S(=O)(=O)c1csc(C(N)=O)c1	-7	-2%	-4%	20	2%	u	7%	-6%	-3	5
Cc1ccc(C2(C)NC(=O)N(CC(=O)NNC(=O)c3cc(C)oc3C)C2=O)cc1 (centres undefined)	5	1%	-5%	0	0%	10%	8%	x	-1	9
CC(=O)Nc1ccc(OCC(O)CN2C(C)(C)CC(O)CC2(C)C)cc1 (centres undefined)	10	-4%	4%	11	4%	15%	-8%	2%[46.1 µM]	2	-6
CC1CCCN(c2nc3c(c(=O)n(C)c(=O)n3C)n2CCSc2nc3ccccc3o2)C1 (centres undefined)	5	3%	-6%	21	5%	2%	3%	4%	-2	-2
O=C(O)COc1ccccc1/C=N/NC(=O)c1cc(-c2ccc(F)cc2)nc2ccccc12	-7	14%	7%	-12	-9%	u	-11%	-20%	-3	21
Cc1cc(C)c(NC(=O)CCCN2CCCC2)c(C)c1	-5	-1%	-4%	6	1%	14%	-14%	1%	-1	6
COc1ccc(CN2CCOCC2)cc1OC	-6	1%	x	12	0%	12%	-8%	3%	5	7
NC1=NC2(CCCCC2)N(c2cccc(Cl)c2)C(N)=N1	17	-1%	2%	19	6%	0%	-26%	3%	0	-14

# Carrying on:
smiles	KCNH2 WT inh	Mito fusion act	A-T KAP1 phos	KCNH2 3.1 inh	USP2a inh	ELG1 DNA repair	Eya2 phos inh	TCR act	TRPV1 ag	TSHR antagonist
c1ccc(Cn2c(SCc3nc4ccccc4s3)nnc2-c2ccco2)cc1	-5	7%	9%	-12	-1%	u	7%	-4%	13	-14
Cc1ccc(C(=O)CCC(=O)Nc2cccnc2)cc1C	-3	0%	5%	-2	6%	15%	-8%	4%	21	0
CC(C)Cn1c(Br)nc2c1c(=O)n(CCC#N)c(=O)n2C	-13	8%	2%	0	10%	-8%	1%	0%	-3	-19
CCCCSCCCNC(=O)c1ccc(CS(=O)(=O)c2ccc(OC)cc2)o1	-2	-5%	-8%	-6	-1%	-22%	-6%	2%	6	-3
Cc1nc(NC(=O)CSc2cc(C)c3ccccc3n2)c(Cl)cc1Cl	1	14%	19%	4	3%	-1%	13%	6%[46.1 µM]	25	32
Cc1ccc(NC(=O)CN2C(=O)N/C(=C/c3ccccc3OCc3cccc(C(=O)O)c3)C2=O)cc1	-2	-5%	-9%	8	-1%	u	4%	1%	-2	-17
CCCCNC(=S)Nc1ccc(-c2nc3ccc(C)cc3s2)cc1	9	0%	-4%	0	1%	u	1%	-4%[46.1 µM]	1	0
COc1ccc(/C(C)=N/Nc2ccc(C(=O)O)cc2)cc1OC	11	-3%	-4%	4	1%	u	-4%	11%[46.1 µM]	-1	2
CCC(=O)N(Cc1cc2cc(OC)ccc2[nH]c1=O)c1cccc(C)c1	0	-8%	5%	4	-2%	u	-16%	x	0	-4
Nc1nc(NCCc2ccccc2)nc(NCCO)c1[N+](=O)[O-]	4	16%	-1%	8	2%	12%	2%	3%	-3	-6
CN(Cc1cccc(C(F)(F)F)c1)Cc1nc(-c2cnccn2)no1	2	3%	1%	20	-4%	10%	0%	-4%	13	-7
O=c1c(-c2ccc(Br)cc2)[n+]([O-])c2ccccc2n1OCc1ccccc1	19	5%	9%	13	3%	11%	9%	-2%	-1	4
CNS(=O)(=O)c1cccc(C(=O)OCC(=O)NC(C)CCc2ccccc2)c1 (centres undefined)	-8	4%	5%	11	1%	-13%	4%	6%	-2	-1
Cc1ccc(S(=O)(=O)Nc2ccc(-c3csc(-c4ccccc4)n3)cc2)cc1	4	u	11%	-5	1%	3%	-8%	16%[46.1 µM]	-1	-34
